Screens from PubChem.
SR-BI HDL uptake = blocks mouse SR-BI lipid uptake from DiI-HDL | inhibition, % at 12.5 µM | ldlA[mSR-BI] CHO cells, DiI-HDL uptake fluorescence, 3 h | hit rate 0.96% among 320,000;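 active means mean replicate inhibition of at least 70% and a set share of replicates each scoring 70 or more; inconclusive means meets just one of the two criteria; inactive means fails both criteria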;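 further: 0% = median of neutral control wells and 100% = median of positive control wells; values of inactives mirror those of a sister screen read the other way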
cardiac RTF act = increases calcium sensitivity of human cardiac regulated thin filaments; P19429+P45379; IANBD-labeled TnC RTF fluorescence at EC20 calcium; 0% EC20 calcium, 100% full calcium; activation, % at 7.2 µM; hit rate 0.24% among 340,000; AID 493008;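 active means activation above the mean over all tested compounds plus 3 SD, cut at about 30% in these data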;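 further: rise in fluorescence read as greater calcium sensitivity of cardiac thin filaments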
PvdQ acylase = P. aeruginosa PvdQ acylase inhibition; inhibition, % at 10 µM; AID 488965; hit rate 0.063% among 340,000; purified PvdQ acylase, fluorescence plate reader; in the data active means inhibition above about 30%, passing the limit was not always enough; inconclusive means no clear call, values can overlap the other calls;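 further: 0% = vehicle neutral wells and 100% = reference inhibitor wells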
dFosB act = activators of mouse delta FosB homodimer | AID 493131 | purified delta FosB, TAMRA-CDK5 oligo fluorescence polarization; percent of positive-control signal above neutral wells | activation, % at 25 µM | hit rate 0.99% among 340,000;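 active means mean activation above about 17%, with every replicate also reaching it, limit read from the data, passing the limit was not always enough; inconclusive means only one of the two conditions met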;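 further: fluorescence polarization rise as delta FosB binds a TAMRA Cdk5 AP-1 oligo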
CDK5 inh = inhibitors of human CDK5/p35 kinase; hit rate 0.01% among 330,000; Recombinant CDK5/p35, ADP-Glo luminescence, 60 min; AID 488839; inhibition, % at 10 µM;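 active means highest replicate inhibition of at least 50% and at least 75% of replicates reaching 50%; inconclusive means only one of the two criteria met; inactive means both criteria failed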;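 further: plate controls were DMSO neutral control for no effect and GW8510 at 10 µM for full effect; many of its hits are not listed in these tables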
Target sequence (Q00535 whole entry, looked up): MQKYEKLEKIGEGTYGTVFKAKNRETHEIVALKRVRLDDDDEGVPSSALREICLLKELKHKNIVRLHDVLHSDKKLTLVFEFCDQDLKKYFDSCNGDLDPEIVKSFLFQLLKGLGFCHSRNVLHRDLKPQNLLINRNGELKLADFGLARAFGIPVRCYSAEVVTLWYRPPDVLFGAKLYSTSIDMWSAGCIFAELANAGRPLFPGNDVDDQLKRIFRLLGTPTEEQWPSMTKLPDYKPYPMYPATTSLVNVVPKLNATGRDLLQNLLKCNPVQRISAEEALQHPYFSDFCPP
Target sequence (Q15078 whole entry, looked up): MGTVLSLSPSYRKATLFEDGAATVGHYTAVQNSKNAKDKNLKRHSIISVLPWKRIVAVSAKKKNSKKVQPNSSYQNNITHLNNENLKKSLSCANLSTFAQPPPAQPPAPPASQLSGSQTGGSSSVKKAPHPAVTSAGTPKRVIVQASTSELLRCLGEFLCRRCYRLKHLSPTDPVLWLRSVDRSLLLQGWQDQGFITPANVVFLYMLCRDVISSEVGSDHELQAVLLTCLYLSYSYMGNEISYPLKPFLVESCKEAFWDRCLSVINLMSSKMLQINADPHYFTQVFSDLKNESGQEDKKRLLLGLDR
HTR5A ag ctr = activates human HTR5A in OPRM1-OPRD1 agonist counter-screen; HTR5A agonist assay, luminescence, cell-based; activation, % at 9.3 µM; hit rate 0.61% among 340,000; in the data active means activation mostly above about 9.5%, no sharp cut-off; inactive means mostly below about 7.6%;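 further: 0% = cells with vehicle only and 100% = reference agonist; strong numbers were not always called active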
SR-BI uptake up = enhances SR-BI lipid uptake from DiI-HDL; CHO ldlA[mSR-BI] cells, DiI-HDL uptake fluorescence, 3 h; 100 = double the neutral-control signal; activation, % at 12.5 µM; hit rate 0.096% among 320,000;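 active means mean replicate activation of at least 60% and every replicate at or above 60%; inconclusive means mean or all-replicate condition met, but not both; inactive means mean below 60% and not all replicates reaching 60%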;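 further: 0% = median plate neutral-control signal and 100% = twice that signal; values of inactives mirror those of a sister screen read the other way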
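Material: SR-BI-overexpressing, LDLR-lacking CHO cells; schedule: compound exposure 3 h, 37 °C; reagent: DiI-labelled HDL at 10 µg/mL final; technique: bottom-read fluorescence, 550/595 nm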
MITF act = increases MITF-driven TRPM1 promoter luciferase signal; SK-MEL-5 TRPM1-promoter luciferase, 24 h; % of positive control, neutral wells = 0; activation, % at 12.5 µM; hit rate 0.75% among 300,000; AID 588334;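 active means mean activation of at least 80% with every replicate also reaching 80%; inconclusive means mean reaches 80% but some replicate falls short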;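 further: 0% = neutral control wells and 100% = parthenolide positive control wells; values of inactives mirror those of a sister screen read the other way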
Wnt bcat act = activators of Wnt/beta-catenin signaling; Wnt/beta-catenin reporter cell assay, activator, plate reader; AID 743398; activation, % at 9.35 µM; hit rate 1.2% among 300,000; in the data active means activation above about 30%, passing the limit was not always enough; inconclusive means no clear call, values can overlap the other calls;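 further: 0% = neutral control wells and 100% = positive control wells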
Rtt109 Vps75 = inhibitors of Candida albicans Rtt109/Vps75 histone acetyltransferase; Q5AAJ8; purified Rtt109/Vps75, ThioGlo CoA-SH fluorescence, 4 h; inhibition, % at 34.9 µM; hit rate 0.16% among 330,000; AID 540336;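 active means inhibition of at least 50% in every replicate; inconclusive means best replicate reaches 50% inhibition but some replicates fall short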
Target sequence (Q5AAJ8 whole entry, looked up): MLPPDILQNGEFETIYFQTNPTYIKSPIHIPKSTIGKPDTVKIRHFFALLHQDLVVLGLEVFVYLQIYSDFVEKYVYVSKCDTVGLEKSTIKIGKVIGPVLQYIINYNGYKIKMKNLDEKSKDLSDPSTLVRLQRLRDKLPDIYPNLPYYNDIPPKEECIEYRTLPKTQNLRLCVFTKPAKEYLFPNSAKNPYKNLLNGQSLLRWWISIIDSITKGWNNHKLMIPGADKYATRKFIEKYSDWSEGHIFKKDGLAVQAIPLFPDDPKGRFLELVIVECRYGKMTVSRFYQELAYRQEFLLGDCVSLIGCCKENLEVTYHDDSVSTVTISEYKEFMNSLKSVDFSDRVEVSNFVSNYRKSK
An asterisk follows results filed as active; ? = inconclusive; / = no result given.

SMILES	SR-BI HDL uptake	cardiac RTF act	PvdQ acylase	dFosB act	CDK5 inh	HTR5A ag ctr	SR-BI uptake up	MITF act	Wnt bcat act	Rtt109 Vps75
CC1Cc2ccccc2N1C(=O)Cn1c(=O)oc2cc(S(=O)(=O)N3CCCCC3)ccc21 (stereo unspecified)	80*	-2	-8	2	-0.6	-1	-80	-19	-5	1
CCCCNC(=O)CCn1c(=O)c2ccccc2n(CC(=O)NCCc2ccc(OC)c(OC)c2)c1=O	/	-1	-2	-10	-0.9	-1	/	9	-2	5
COc1ccc(S(C)(=O)=O)cc1S(C)(=O)=O	-14	0	4	-9	-2.3	3	14	1	/	24
O=C(O)c1[nH]c2ccccc2c1C(c1cc(Cl)cc([N+](=O)[O-])c1O)c1c(C(=O)O)[nH]c2ccccc12	-12	-23	0	-4	-13	-10	12	-25	-1	1
COc1ccc(/C=N/NS(=O)(=O)c2ccc(F)cc2)cc1CN1CCSCC1	-7	-3	-12	-6	-3.2	5	7	-7	0	-1
COc1ccc(CNC(=O)[C@@H]2CC=C[C@@H]3CCN(C4CCCCC4)C(=O)[C@@H]32)cc1	17	-2	-10	-1	0.9	-2	-17	2	-1	-5
OCCc1ccc(O)cc1	-4	2	-11	-4	-0.6	10	4	-3	-6	-5
O=C1CSC(c2ccc(F)cc2)N1c1c(F)cccc1F (stereo unspecified)	7	-6	1	-2	2.0	5	-7	/	0	0
C=CCNc1nc2c(c(=O)[nH]c(=O)n2C)n1CCOc1ccccc1	-15	-1	-18	5	1.1	-2	15	-10	-1	-3
O=C(CSCc1c(F)cccc1Cl)Nc1cccnc1	-8	-1	5	2	0.5	1	8	5	0	11
O=C(Nc1ccc(O)cc1)c1ccc2c(c1)C(=O)N(Cc1cccnc1)C2=O	-27	-4	-29	1	-4.0	8	27	-5	0	-6
COc1ccc(Br)cc1CN(C)C(=O)CNC(=O)c1ccc2ccccc2c1	/	-3	-10	-11	-0.7	5	/	/	-3	9
COc1ccc(Cl)cc1NC(=O)CN(C)C1CCS(=O)(=O)C1 (stereo unspecified)	19	-4	3	-5	1.0	-4	-19	-4	2	8
COc1cccc(NC(=O)C(=O)N/N=C/c2ccc3c(c2)OCO3)c1	-22	-1	-2	10	-0.6	1	22	0	-1	2
Nc1cc(=O)[nH]c(SCC(=O)NC2CCCc3ccccc32)n1 (stereo unspecified)	2	10	-12	-4	-2.2	6	-2	-6	0	2
CCN(CC)c1ccc(/C=N/N2CCN(Cc3ccccc3Cl)CC2)cc1	5	5	-5	-5	1.7	-5	-5	/	-1	-3
O=C(NCCS(=O)(=O)N1CCN(c2cccc(Cl)c2)CC1)c1ccco1	-7	-2	-14	1	1.8	3	7	8	-1	7
CC(NC(=O)Cc1ccc([N+](=O)[O-])cc1)c1ccc2c(c1)OCO2 (stereo unspecified)	/	-2	-2	3	-1.4	-2	/	-5	8	6
Nc1nnc(SCC(=O)Nc2cccc(S(=O)(=O)N3CCOCC3)c2)s1	3	3	-6	1	0.0	5	-3	-2	-1	-1
OCCc1c[nH]c2ccc(C(F)(F)F)cc12	-16	13	-3	-1	3.1	3	16	15	-1	0

Single values from the list:
`CC(NC(=O)Cc1ccc([N+](=O)[O-])cc1)c1ccc2c(c1)OCO2` (stereo unspecified) in HTR5A ag ctr reads -2
`COc1ccc(Cl)cc1NC(=O)CN(C)C1CCS(=O)(=O)C1` (stereo unspecified) in MITF act reads -4

More records
SMILES	SR-BI HDL uptake	cardiac RTF act	PvdQ acylase	dFosB act	CDK5 inh	HTR5A ag ctr	SR-BI uptake up	MITF act	Wnt bcat act	Rtt109 Vps75
Cc1ccc(S(=O)(=O)N2CCCC2C(=O)NCCc2ccccc2)cc1 (stereo unspecified)	-23	-2	-12	-14	0.0	0	23	-10	-1	-1
O=C(CN(Cc1ccco1)C(=O)CCC(=O)Nc1ccccn1)NCCc1ccccc1	-12	2	-10	-3	1.4	4	12	/	/	0
COC(=O)c1ccccc1NC(=O)CNc1ccc(F)c(S(=O)(=O)N2CCOCC2)c1	5	-3	0	-2	0.8	0	-5	-3	3	16
COc1ccc(C(=O)OCC(=O)Nc2ccc3c(c2)OCO3)cc1S(=O)(=O)N1CCOCC1	9	5	-6	-18	-0.5	0	-9	0	0	2
Cc1cccc(NC(=O)/C(C#N)=C\c2cc(C)n(-c3ccc(C(=O)O)cc3)c2C)c1	17	14	-1	-9	-1.2	-1	-17	5	2	4
COc1cc(O)c(C(CC(=O)N2CCCCC2)c2ccc3c(c2)OCO3)c(OC)c1 (stereo unspecified)	15	11	-7	6	0.6	9	-15	5	-3	-1
CNc1nc(SCc2ccc(C)cc2)nc2c1CCCC2	25	7	-8	-4	-1.8	-2	-25	16	-1	-1
COc1cccc(N2CCN(S(=O)(=O)c3cc4c(cc3C)N(C)CCO4)CC2)c1	18	-2	14	-7	6.7	-8	-18	/	-6	16
Cc1ccc(/C(COc2ccccc2O)=N\O)cc1	7	3	4	-3	-0.3	0	-7	30	-8	31
CN(CC1CCCCO1)C(=O)c1cc(COc2ccc(F)cc2Cl)on1 (stereo unspecified)	-3	-1	-18	-4	1.9	3	3	61	13	-4
Cc1ccc(CNC(=O)C2CC(c3ccc(C(F)(F)F)cc3)=NO2)o1 (stereo unspecified)	-6	8	3	-5	0.2	-1	6	0	-4	-15
Cc1ccc(NC(=O)c2cc3ccccc3o2)cc1	2	5	5	-3	-0.8	11	-2	/	?	-2
c1ccc(C2c3c(ccc4ccccc34)Oc3ncn4nc(-c5ccco5)nc4c32)cc1 (stereo unspecified)	35	-3	-6	-4	-1.0	-4	-35	-36	/	-1
Cc1ccc(NC(=O)CN(C)C(=O)CSc2ncc(C(F)(F)F)cc2Cl)cc1	-16	9	-5	-7	-1.9	-6	16	0	/	5
COCCn1c(SCC(=O)NCc2ccco2)nc2cccnc21	13	2	-10	-5	-1.0	1	-13	-10	/	-2
COc1ccc(/C=C2\SC(=O)N(CC(=O)Nc3ccccc3O)C2=O)cc1OC	-19	-2	-15	3	0.9	0	19	-2	-1	0
CCOC(=O)Cc1nnc(NC(=O)CSc2ccc(C)cc2)s1	-25	5	-7	-11	1.1	-1	25	/	-6	/
COc1c(OC)c2[nH]c(=O)cc3c4ccccc4n(c1=O)c23	-27	10	-10	-16	-1.5	-1	27	-1	-1	1
COc1ccc(N2CCN(C(=O)c3cc(=O)c4ccc(C)cc4o3)CC2)cc1	10	-3	-7	-1	-0.8	-1	-10	-2	-1	4
COC(=O)C1CN(C(=O)COc2ccc(Cl)c(C)c2)c2ccccc2O1 (stereo unspecified)	-13	0	1	-2	0.3	0	13	0	0	-21
COC(=O)c1ccc(-c2ccco2)n1Cc1cccc(C)c1	-5	0	-11	-3	0.0	12	5	0	-2	2
Cc1ccc(NC(=O)Cn2c(-c3ccc(F)cc3)cnc2SCC(=O)Nc2c(C)cccc2C)cc1	11	8	-9	2	-3.0	-2	-11	-6	-13	-2
CC(=O)c1n[nH]nc1NC(=O)c1ccccc1	-19	1	-7	-2	-2.2	15	19	5	3	-2
COc1ccc(CNC(=O)C2CSC(=O)C2)cc1 (stereo unspecified)	-6	1	-15	6	-1.6	-1	6	-4	/	-13
COC(=O)C1CCN(C(=O)CC(NC(=O)C(F)(F)F)c2cccs2)CC1 (stereo unspecified)	23	1	2	4	0.7	-2	-23	-6	-1	-1
CCCCCC(=O)NC(NC(=S)Nc1ccc(S(N)(=O)=O)cc1)C(Cl)(Cl)Cl (stereo unspecified)	-159	-4	-9	2	2.2	-2	?	/	-4	-5
CCCn1c(=C(C#N)C#N)s/c(=C2\C=Cc3ccccc3N2CC)c1=O	-6	-7	-12	8	2.4	0	6	0	-1	-6
O=C(CSc1nnc(-c2ccccc2)o1)NC1CCCCC1	-5	-1	-10	-12	-1.8	-2	5	/	/	-5
CC(C)(C)Sc1ccc([N+](=O)[O-])cc1C(=O)Nc1ccncc1	22	8	5	-7	-1.6	-2	-22	17	20	-8
CCOc1ccc(NC(=O)c2ccc(CSc3nnc(C)s3)cc2)cc1	27	-1	-13	5	-3.2	8	-27	13	3	-5
O=C(Nc1cccc(-c2ccc(F)cc2)c1)C1CCCN(Cc2cccnc2)C1 (stereo unspecified)	22	6	8	-10	0.2	1	-22	-2	-3	4
Cc1cccc(CC(=O)Nc2ccc(C(=O)N3CCCCC3)cc2)c1	64	-2	12	-5	-0.1	2	-64	19	2	1
CC(C)Nc1nc(NC(C)C)nc(N(C)C(N)=O)n1	14	-1	-12	-2	1.2	-3	-14	2	26	-7
CCCCS/C(N)=N/N=C/c1cc(C)ccc1O	3	-3	1	3	0.9	16	-3	74	/	-3
COC(=O)C1=C(C)N(C)C(=O)NC1c1cc2c(cc1[N+](=O)[O-])OCO2 (stereo unspecified)	3	-1	19	-7	0.3	2	-3	-2	0	9
CCC(=O)NC(=S)Nc1ccc(-c2nc3ccc(C)cc3s2)cc1	7	-2	-5	2	-1.2	0	-7	113*	36*	-3
CCCCc1cc(=O)oc2cc(C)cc(OCC(=O)NC(Cc3ccc(Cl)cc3)C(=O)O)c12 (stereo unspecified)	23	2	-3	-13	-0.3	3	-23	-11	-1	8
C[C@](N)(Cc1ccc(O)c(O)c1)C(=O)O	9	-4	-2	2	-1.6	2	-9	4	-2	-5
CSc1ccccc1NC(=O)c1cnc2n(c1=O)CCS2	20	15	-10	-7	-1.3	1	-20	/	3	-7
O=c1cc(C=NNc2ccc([N+](=O)[O-])cc2)[nH]c(=O)[nH]1	2	1	-4	-1	-4.3	3	-2	-4	0	-6
Cc1cccc(C)c1Nc1nnc(SCc2cc([N+](=O)[O-])cc3c2OCOC3)s1	-5	-3	-22	-5	-0.6	3	5	-1	-2	-11
CCCCCc1ccc(OCCOCCn2c[n+](C)c3ccccc32)c(CCCCC)c1	-33	-8	-14	6	0.1	11	33	-75	/	81*
Cc1cc(C)c(CN2CCN(C(=O)Cn3cnc4c(OCc5ccccc5)ncnc43)CC2)c(C)c1	23	0	5	1	1.3	/	-23	-41	-1	6
CC(=O)N1CCc2cc(S(=O)(=O)N3CCCCCC3)ccc21	12	-6	-6	-5	-1.7	-1	-12	-12	2	-2
O=C1CC(c2ccc(F)cc2)Sc2nc(-c3ccccc3)c(-c3ccccc3)n21 (stereo unspecified)	-17	7	7	0	0.7	3	17	-9	5	1
CC(C)CCNC(=O)C(=O)Nc1ccccc1	-9	0	-14	3	-0.9	7	9	78	19	-1
CCC(C)(C)NC(=O)C(c1ccc(OC)cc1)N(C(=O)CCC(=O)Nc1cc(C)on1)C1CC1 (stereo unspecified)	-10	-3	6	-17	-0.9	4	10	-1	0	-3
